CXCR6 block – CXCR6 (human) receptor inhibition | O00574 | CHO-K1 PathHunter CXCR6 beta-arrestin, luminescence | inhibition, % at 20 µM | 0.36% of 360,000 active; in the data active = inhibition above about 34%, passing the limit was not always enough;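 note: antagonist mode with CXCL16 agonist at 10 nM final; 0% = 10 nM CXCL16 with DMSO and 100% = unstimulated wells without agonist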
Target sequence (O00574 whole entry, looked up): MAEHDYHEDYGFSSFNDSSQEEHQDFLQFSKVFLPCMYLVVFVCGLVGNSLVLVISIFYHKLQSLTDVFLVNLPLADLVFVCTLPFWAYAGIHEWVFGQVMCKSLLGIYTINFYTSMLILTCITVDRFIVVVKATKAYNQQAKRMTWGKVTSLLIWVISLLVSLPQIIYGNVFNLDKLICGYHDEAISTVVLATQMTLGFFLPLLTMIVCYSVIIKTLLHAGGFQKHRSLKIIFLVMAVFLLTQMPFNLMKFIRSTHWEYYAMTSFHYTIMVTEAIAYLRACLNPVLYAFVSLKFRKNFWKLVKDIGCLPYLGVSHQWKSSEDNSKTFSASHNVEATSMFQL
EBI2 antag – blocks human EBI2 receptor beta-arrestin signaling. P32249. EBI2 beta-arrestin recruitment, luminescence, 7a,25-OHC stimulated. inhibition, % at 5 µM. 0.81% of 360,000 active. AID 651636; in the data active = inhibition above about 38%;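 note: enzyme fragment complementation signal reports receptor beta-arrestin coupling in cells; 0% = agonist plus DMSO wells and 100% = wells without agonist; some results beyond the cut were filed as inactive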
Target sequence (P32249 whole entry, looked up, the tested form may be a part): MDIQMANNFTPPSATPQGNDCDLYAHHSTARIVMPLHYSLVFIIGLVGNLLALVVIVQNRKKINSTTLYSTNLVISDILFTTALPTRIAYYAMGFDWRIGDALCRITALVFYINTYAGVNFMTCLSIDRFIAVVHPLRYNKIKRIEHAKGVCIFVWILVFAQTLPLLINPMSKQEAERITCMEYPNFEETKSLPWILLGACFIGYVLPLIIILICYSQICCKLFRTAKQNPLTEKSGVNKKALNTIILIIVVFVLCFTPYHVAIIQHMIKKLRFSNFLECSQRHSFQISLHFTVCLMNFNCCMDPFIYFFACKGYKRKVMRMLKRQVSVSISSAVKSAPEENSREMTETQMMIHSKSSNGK
Numbers without * were called inactive. The list is partial (hit frequency here may not be typical).

How did Cc1ccc(Cl)cc1-c1cc(C(=O)NCc2cccc(Cl)c2)[nH]n1 do in these assays?
CXCR6 block: -6; EBI2 antag: 16

Results for COc1ccc(NC(=O)c2sc(=O)n(Cc3cccc(C(F)(F)F)c3)c2C)cc1OC ?
CXCR6 block: -3; EBI2 antag: 3

How did CCCNC(=O)N(C)C[C@@H]1Oc2cc(C#CC(C)(C)O)ccc2S(=O)(=O)N([C@H](C)CO)C[C@H]1C do in these assays?
CXCR6 block: 5; EBI2 antag: 0

Results for Cc1cc(C)c2c(CN3CCN(c4ccccc4)CC3)cc(=O)oc2c1 ?
CXCR6 block: -1; EBI2 antag: 6

How did CCNC(=O)C1CCCN(C(=O)c2ccc3c(c2)CCO3)CC1 (configuration not stated) do in these assays?
CXCR6 block: 10; EBI2 antag: -7

What do the screens show for `Cc1ccsc1C(=O)N1CCC1(C)C(=O)Nc1ccc2c(c1)OCCO2` (configuration not stated)?
CXCR6 block: -4; EBI2 antag: 2

Results for C=CCC[C@@H](CCCCC)OC(=O)/C=C/[C@H](O)[C@@H](O)C[C@H](O)CC=C ?
CXCR6 block: 13; EBI2 antag: -3

What do the screens show for `Cc1ccccc1OCCC(=O)Nc1ccc(S(=O)(=O)N2CCCC2)cc1`?
CXCR6 block: 0; EBI2 antag: 0

What do the screens show for `Clc1nnc(NC2CCCCC2)c(Cl)c1Cl`?
CXCR6 block: 0; EBI2 antag: -14

What do the screens show for `Cc1csc(SCC(=O)Nc2cc(F)ccc2C)n1`?
CXCR6 block: 3; EBI2 antag: -10

Results for O=C(Nc1ccc(F)c(Cl)c1)c1cc(C2CCCCN2C(=O)c2ccc3c(c2)CCO3)on1 (configuration not stated) ?
CXCR6 block: -1; EBI2 antag: 1

What do the screens show for `O=C(NCC1CC1)c1csc(COCCO)n1`?
CXCR6 block: 3; EBI2 antag: -3

Results for CCn1nccc1NC(=O)c1csc([C@H]2C[C@H](O)[C@@H](CO)O2)n1 ?
CXCR6 block: -7; EBI2 antag: -3

Results for Cc1ccccc1NC(=O)Cc1nc(COC(=O)/C=C/c2ccc(F)cc2)cs1 ?
CXCR6 block: -13; EBI2 antag: -20

Results for COc1ccc(-c2cc(CNc3nc4cc(-c5ccccc5C)sc4c(=O)n3C)on2)cc1 ?
CXCR6 block: 0; EBI2 antag: -9

Fetched by compound from the list above:
What do the screens show for `Cc1ccsc1C(=O)N1CCC1(C)C(=O)Nc1ccc2c(c1)OCCO2` (configuration not stated)?
CXCR6 block: -4; EBI2 antag: 2

Results for COc1ccc(-c2cc(CNc3nc4cc(-c5ccccc5C)sc4c(=O)n3C)on2)cc1 ?
CXCR6 block: 0; EBI2 antag: -9

Carrying on:
What do the screens show for `OCc1ccccc1-c1cnc2cccnn12`?
CXCR6 block: -4; EBI2 antag: -4

Results for CC(O)(c1cccc(F)c1)c1nc(-c2cccc(C(F)(F)F)c2)cs1 (configuration not stated) ?
CXCR6 block: -15; EBI2 antag: 12

How did Cc1ccccc1NC(=O)Nc1nc(CN(C)C)cs1 do in these assays?
CXCR6 block: -3; EBI2 antag: -8

How did C[C@@H]1COc2cc(N3CCSCC3)ccc2S(=O)(=O)N1 do in these assays?
CXCR6 block: -9; EBI2 antag: -1

What do the screens show for `Cc1ccc(S(=O)(=O)N2C[C@H]3C(=O)C[C@@H](c4ccccc4C)N(S(=O)(=O)c4ccc(C)cc4)[C@H]3C[C@H]2c2ccccc2)cc1`?
CXCR6 block: 8; EBI2 antag: 3

What do the screens show for `CCOC(=O)[C@]12CCC=C1N(Cc1cccc3ccccc13)C(=O)[C@H](CC(=O)NCC13CC4CC(CC(C4)C1)C3)C2`?
CXCR6 block: 4; EBI2 antag: 18

Results for COc1cccc(CNC(=O)COC(=O)c2ccc(-c3ccc(O)cc3)cc2)c1 ?
CXCR6 block: -12; EBI2 antag: 6

Results for COCc1cccc(-c2csc(C(C)(O)c3ccc(OC)cc3)n2)c1 (configuration not stated) ?
CXCR6 block: -4; EBI2 antag: 13

How did C[C@@H]1CN([C@@H](C)CO)C(=O)CCCn2cc(nn2)CO[C@H]1CN(C)S(=O)(=O)c1ccc(-c2ccccc2)cc1 do in these assays?
CXCR6 block: 2; EBI2 antag: -4

What do the screens show for `CCc1nc2c(OCC(=O)c3ccc(F)cc3)cccn2c1N(C)C(=O)c1ccc(OC)cc1`?
CXCR6 block: -4; EBI2 antag: -2

Results for CCc1ccc([C@@H]2C[C@H]3[C@@H](CN2S(=O)(=O)c2ccc(C)cc2)C(=O)C[C@@H](c2ccc(Cl)cc2)N3S(=O)(=O)c2ccccc2C)cc1 ?
CXCR6 block: 0; EBI2 antag: 8

Results for COc1ccccc1CCn1cnc(C)c1CC(C)C ?
CXCR6 block: -3; EBI2 antag: -7

What do the screens show for `O=C(Nc1nc([C@@H]2O[C@H](CO)[C@@H](O)[C@H](O)[C@H]2O)cs1)NC(c1ccccc1)c1ccccc1`?
CXCR6 block: 5; EBI2 antag: -7

How did CN(Cc1cn(Cc2cccc(Cl)c2)nn1)C1CN(Cc2cn(Cc3cccc(Cl)c3)nn2)S(=O)(=O)C1 (configuration not stated) do in these assays?
CXCR6 block: -2; EBI2 antag: -10

How did COc1c(Cl)c(=O)oc2ccc(Cl)cc12 do in these assays?
CXCR6 block: -12; EBI2 antag: 0

How did CCCCN(C(=O)c1cc(Cl)nc2ccccc12)c1c(N)n(CCC)c(=O)[nH]c1=O do in these assays?
CXCR6 block: 0; EBI2 antag: -8

Results for CCCC(=O)N1CCC1(C)C(=O)NS(=O)(=O)c1cccc(Cl)c1 (configuration not stated) ?
CXCR6 block: -4; EBI2 antag: 3

Results for O=S1(=O)CCN(CCCCc2ccccc2)CC1 ?
CXCR6 block: -7; EBI2 antag: 1

What do the screens show for `Cn1c(=O)c2c(ncn2CC(=O)OCC(=O)NCc2ccc(F)cc2)n(C)c1=O`?
CXCR6 block: 1; EBI2 antag: -19

Results for O=C(Nc1nnc([C@H]2C[C@H](O)[C@@H](CO)O2)s1)Nc1ccccc1Oc1ccccc1 ?
CXCR6 block: 4; EBI2 antag: -5

How did O=[N+]([O-])c1ccc(/C=N\N2CCN(Cc3ccccc3Cl)CC2)cc1 do in these assays?
CXCR6 block: -6; EBI2 antag: -4

How did COc1ccc(S(=O)(=O)NC(=O)C2(C)CCN2C(=O)Cc2ccccc2)cc1OC (configuration not stated) do in these assays?
CXCR6 block: -13; EBI2 antag: -5

How did COc1ccc(/C(N)=N/OC(=O)c2ccc3ccccc3c2)cc1OC do in these assays?
CXCR6 block: -12; EBI2 antag: 8

Results for CCCCC(=O)N(C)c1c(C)nc2ccc(C(=O)Nc3cccc(NS(C)(=O)=O)c3)cn12 ?
CXCR6 block: 2; EBI2 antag: -8

How did Clc1cccc(Cc2c(-c3cccc(Cl)c3)nc3ccc(Cl)cn23)c1 do in these assays?
CXCR6 block: -7; EBI2 antag: 3

How did CC(=O)N(C(C)=O)c1ccc2c(c1)OCCO2 do in these assays?
CXCR6 block: -3; EBI2 antag: -1

Results for Cc1cn([C@H]2C[C@H](O)[C@@H](CNCc3cnc(N4CCOCC4)nc3)O2)c(=O)[nH]c1=O ?
CXCR6 block: 9; EBI2 antag: -3

How did COc1cccc(C(=O)Nc2cc(C)on2)c1 do in these assays?
CXCR6 block: -1; EBI2 antag: -5

Results for Cc1cccc(CN2CCN(C3CN(Cc4cn(Cc5ccc(F)cc5)nn4)S(=O)(=O)C3)CC2)c1 (configuration not stated) ?
CXCR6 block: 7; EBI2 antag: -1

How did COc1cc(CN2C[C@@H](CO)O[C@@H](n3cnc4c(NCc5ccncc5)ncnc43)C2)cc(OC)c1OC do in these assays?
CXCR6 block: 1; EBI2 antag: -10

Compounds above that contain two or more sulfur atoms:
What do the screens show for `Cc1csc(SCC(=O)Nc2cc(F)ccc2C)n1`?
CXCR6 block: 3; EBI2 antag: -10

How did C[C@@H]1COc2cc(N3CCSCC3)ccc2S(=O)(=O)N1 do in these assays?
CXCR6 block: -9; EBI2 antag: -1

What do the screens show for `Cc1ccc(S(=O)(=O)N2C[C@H]3C(=O)C[C@@H](c4ccccc4C)N(S(=O)(=O)c4ccc(C)cc4)[C@H]3C[C@H]2c2ccccc2)cc1`?
CXCR6 block: 8; EBI2 antag: 3

Results for CCc1ccc([C@@H]2C[C@H]3[C@@H](CN2S(=O)(=O)c2ccc(C)cc2)C(=O)C[C@@H](c2ccc(Cl)cc2)N3S(=O)(=O)c2ccccc2C)cc1 ?
CXCR6 block: 0; EBI2 antag: 8

Continuation:
Results for O=C(NC(c1ccc(F)cc1)c1ccc2ccccc2n1)C1CCN(Cc2ccc(Oc3ccccc3)cc2)CC1 (configuration not stated) ?
CXCR6 block: 22; EBI2 antag: 19

Results for O=C(NCCNC(=O)c1ccc(-c2cc(Cl)ccc2Cl)o1)c1cnccn1 ?
CXCR6 block: -4; EBI2 antag: 12

Results for CC1=C(C(=O)N(C)C)CC(CC(=O)NCCN2CCOCC2)C(=O)N1CCC1=CCCCC1 (configuration not stated) ?
CXCR6 block: -1; EBI2 antag: -3

How did CSc1ncnc2c1ncn2CCCNCCCN1CCCC1=O do in these assays?
CXCR6 block: 0; EBI2 antag: -5

What do the screens show for `C[C@H](CO)N1C[C@H](C)[C@@H](CN(C)C(=O)Nc2ccc(F)cc2)Oc2cc(Br)ccc2S1(=O)=O`?
CXCR6 block: -4; EBI2 antag: 12

Results for COCOCCn1cc(CN2CCS(=O)(=O)N(Cc3ccc(-c4ccc(F)cc4)cc3)C(CC(C)C)C2=O)nn1 (configuration not stated) ?
CXCR6 block: -13; EBI2 antag: 17

Results for Cc1ccc(F)c(S(=O)(=O)NC(=O)C2(C)CCN2C(=O)c2ccc(C3CCCCC3)cc2)c1 (configuration not stated) ?
CXCR6 block: -3; EBI2 antag: 1

What do the screens show for `COc1ccccc1N1CCN(S(=O)(=O)CCNC(=O)CCc2ccccc2)CC1`?
CXCR6 block: -4; EBI2 antag: 21

How did CCCCN1C(=O)C(CC(=O)NC(c2ccccc2)c2ccccc2)CC(C(=O)N(C)C)=C1C (configuration not stated) do in these assays?
CXCR6 block: 2; EBI2 antag: -3

Results for CC[C@H](C)[C@@H](CO)NC(=O)[C@H]1O[C@@H](n2ccc(N)nc2=O)[C@H](O)[C@@H]1O ?
CXCR6 block: -9; EBI2 antag: -4

How did Cc1ccc(F)c(S(=O)(=O)NC(=O)C2(C)CCN2C(=O)c2ccc(C(F)(F)F)nc2C)c1 (configuration not stated) do in these assays?
CXCR6 block: 4; EBI2 antag: -3

How did CNC[C@@H]1OCc2cnnn2CCCC(=O)N([C@H](C)CO)C[C@H]1C do in these assays?
CXCR6 block: 8; EBI2 antag: -3

Results for Cc1ccc2nc(-c3ccco3)c(Cc3cccc(Cl)c3)n2c1 ?
CXCR6 block: 4; EBI2 antag: 13

Results for O=C(OCc1ccccc1)C1CCN(S(=O)(=O)c2cccs2)CC1 ?
CXCR6 block: -9; EBI2 antag: -2

What do the screens show for `COCOCCn1cc(CN2CCS(=O)(=O)N(Cc3ccc(-c4ccncc4)cc3)C(CC(C)C)C2=O)nn1` (configuration not stated)?
CXCR6 block: -1; EBI2 antag: -6

How did Cn1nc(C(C)(C)C)cc1N1C(=O)CCC1(C)C(=O)NCc1ccccc1 (configuration not stated) do in these assays?
CXCR6 block: -2; EBI2 antag: -4

What do the screens show for `CCCCC(=O)N(C)c1c(C)nc2ccc(C(=O)NCCN(C)C)cn12`?
CXCR6 block: -4; EBI2 antag: -6

How did CN(C)c1ccc(CC(=O)N2CCCC(c3cc(C(=O)Nc4ccccc4)no3)C2)cc1 (configuration not stated) do in these assays?
CXCR6 block: 4; EBI2 antag: 13

What do the screens show for `CC(C)(C(=O)N1CCC1(C)C(=O)NS(=O)(=O)c1ccc(Cl)s1)c1ccccc1` (configuration not stated)?
CXCR6 block: 4; EBI2 antag: 6

What do the screens show for `CC(C)C[C@H]1COc2cc(N3CC[C@H](O)C3)ccc2S(=O)(=O)N1`?
CXCR6 block: 0; EBI2 antag: -6

How did C[C@H](CO)N1C[C@H](C)[C@H](CN(C)S(=O)(=O)c2cccc(F)c2)Oc2cc(Br)ccc2S1(=O)=O do in these assays?
CXCR6 block: 8; EBI2 antag: 8

What do the screens show for `CC#CCOCC1CNC(=O)O1` (configuration not stated)?
CXCR6 block: 2; EBI2 antag: -12

What do the screens show for `NC(Cc1ccc(C(F)(F)F)cc1)c1csc(Nc2cc(NCc3ccco3)ncn2)n1` (configuration not stated)?
CXCR6 block: -11; EBI2 antag: -12

What do the screens show for `O=C(Nc1ccccc1F)c1ccc2sc([C@@H]3O[C@H](CO)[C@H](O)[C@H](O)[C@H]3O)nc2c1`?
CXCR6 block: 0; EBI2 antag: -4

What do the screens show for `CC(C)C1C(=O)N(Cc2cn(CCC3OCCO3)nn2)CCS(=O)(=O)N1Cc1ccc(-c2ccc(Cl)cc2)cc1` (configuration not stated)?
CXCR6 block: -8; EBI2 antag: 18

Results for COc1cc(CN2C[C@@H](CO)O[C@@H](n3cnc4c(NCc5ccc(F)cc5)ncnc43)C2)cc(OC)c1OC ?
CXCR6 block: 1; EBI2 antag: -10

Results for O=C(C=CC(=O)Nc1ccc(F)cc1F)Nc1ccc(F)cc1F ?
CXCR6 block: 1; EBI2 antag: -10

Results for CCCCNC(=O)c1nc(C2CCN(S(=O)(=O)c3cccc(C(F)(F)F)c3)CC2)oc1-c1cccc(C(F)(F)F)c1 ?
CXCR6 block: 4; EBI2 antag: 7

How did CCNC(=O)C1(C)CCN(C(=O)c2ccccc2OC)C1 (configuration not stated) do in these assays?
CXCR6 block: 4; EBI2 antag: -3

How did CCOc1ccc(Cl)cc1-c1cc(C(=O)Nc2ccc(Br)cc2)[nH]n1 do in these assays?
CXCR6 block: -4; EBI2 antag: 24

How did CC1CN(C(=O)CSc2nc(N)c(NC(=O)c3ccc(C(F)(F)F)cc3)c(=O)[nH]2)CC(C)O1 (configuration not stated) do in these assays?
CXCR6 block: -7; EBI2 antag: -6

What do the screens show for `COC(=O)c1ccc2nc(C3CCCCC3)c(Cc3ccccc3)n2c1`?
CXCR6 block: 2; EBI2 antag: 51*

Results for CN(Cc1cnn(-c2ccc(F)cc2)c1)C(=O)[C@H]1O[C@@H](n2ccc(=O)[nH]c2=O)[C@H](O)[C@@H]1O ?
CXCR6 block: -7; EBI2 antag: 0
